From PubChem BioAssay
Jurkat NFkB inh: inhibitors of the PMA/ionomycin-induced NF-kB reporter in Jurkat cells. 330,000 compounds, 0.53% hits. PMA/ionomycin-induced NF-kB luciferase reporter, luminescence. inhibition, % at 4 µM
UBC13 polyUb: inhibitors of human UBC13 polyubiquitin chain formation; P61088; TR-FRET; inhibition, % at 20 µM; 330,000 compounds, 0.47% hits; AID 485273; in the data active = inhibition above about 45%, passing the limit was not always enough; inconclusive = no clear call, values can overlap the other calls
CCR6 antag: antagonists of human CCR6 receptor; P51684; CHO-K1 CCR6 PathHunter beta-arrestin, luminescence, CCL20-stimulated; inhibition, % at 20 µM; 340,000 compounds, 0.49% hits;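 active = compounds whose inhibition of the agonist-driven luminescence signal at 20 µM reaches about 50%, limit read from the data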;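 also: cells stimulated with CCL20 at 14 nM final; plate controls were DMSO with CCL20 for no effect and DMSO without agonist for full effect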
Gli-Sufu antag: antagonists of Gli-Sufu signaling; inhibition, % at 5 µM; Sufu-KO-LIGHT fibroblasts, Gli luciferase reporter luminescence; 340,000 compounds, 0.74% hits; AID 588413;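 active = inhibition above about 55%, limit read from the data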;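 also: 0% = DMSO-treated cells and 100% = wells with medium but no cells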
Apaf1 inhib: inhibitors of human Apaf-1 apoptosome; O14727; 330,000 compounds, 0.71% hits; inhibition, % at 20 µM; reconstituted apoptosome caspase-3 activity, DEVD-Rh110 fluorescence; AID 489030; active = inhibition of at least 40% at 20 µM;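 also: plate controls were DMSO wells for no effect and DEVD-CHO caspase inhibitor wells for full effect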
Target sequence (O14727 whole entry, looked up): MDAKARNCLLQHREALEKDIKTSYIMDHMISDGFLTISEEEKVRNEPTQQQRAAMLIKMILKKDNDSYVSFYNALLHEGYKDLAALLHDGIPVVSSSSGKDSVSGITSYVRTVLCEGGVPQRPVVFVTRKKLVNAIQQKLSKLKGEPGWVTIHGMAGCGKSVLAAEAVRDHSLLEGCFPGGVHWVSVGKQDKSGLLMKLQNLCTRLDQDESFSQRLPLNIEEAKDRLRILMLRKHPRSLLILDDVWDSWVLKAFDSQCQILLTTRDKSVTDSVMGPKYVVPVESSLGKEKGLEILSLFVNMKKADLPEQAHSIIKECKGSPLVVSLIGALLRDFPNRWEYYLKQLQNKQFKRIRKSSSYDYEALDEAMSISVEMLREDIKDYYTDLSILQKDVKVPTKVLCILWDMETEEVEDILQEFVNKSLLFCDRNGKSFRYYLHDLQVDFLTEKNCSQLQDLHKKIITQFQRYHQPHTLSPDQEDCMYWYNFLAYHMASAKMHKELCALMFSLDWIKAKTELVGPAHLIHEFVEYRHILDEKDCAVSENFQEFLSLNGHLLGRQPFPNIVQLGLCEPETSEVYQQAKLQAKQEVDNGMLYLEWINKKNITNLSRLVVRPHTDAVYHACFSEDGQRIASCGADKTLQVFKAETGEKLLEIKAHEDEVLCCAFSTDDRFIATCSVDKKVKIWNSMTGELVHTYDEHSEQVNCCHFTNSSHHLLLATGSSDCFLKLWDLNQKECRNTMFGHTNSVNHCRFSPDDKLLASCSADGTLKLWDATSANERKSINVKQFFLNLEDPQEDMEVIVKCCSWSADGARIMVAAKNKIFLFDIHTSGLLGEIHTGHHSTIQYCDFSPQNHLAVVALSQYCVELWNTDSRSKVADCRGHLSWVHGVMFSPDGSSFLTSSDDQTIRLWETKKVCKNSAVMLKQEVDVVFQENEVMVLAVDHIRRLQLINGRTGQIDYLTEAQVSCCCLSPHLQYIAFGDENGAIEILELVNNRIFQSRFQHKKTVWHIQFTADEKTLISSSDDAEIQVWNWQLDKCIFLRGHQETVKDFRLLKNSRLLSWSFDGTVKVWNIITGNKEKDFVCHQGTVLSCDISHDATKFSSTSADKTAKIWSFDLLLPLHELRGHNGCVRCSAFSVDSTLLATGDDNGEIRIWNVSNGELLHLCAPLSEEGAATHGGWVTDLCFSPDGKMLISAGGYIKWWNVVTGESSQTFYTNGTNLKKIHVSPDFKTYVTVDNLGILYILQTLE
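System: reconstituted apoptosome with Apaf-1, cytochrome c, caspase-9, procaspase-3, dATP; Signal: Rh110 fluorescence intensity; Schedule: 30 min compound preincubation, 50 min activation, room temperature; Reagent: cytochrome c trigger plus (Z-DEVD)2-Rh110 caspase-3 substrate.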
EBI2 antag: blocks human EBI2 receptor beta-arrestin signaling; P32249; EBI2 beta-arrestin recruitment, luminescence, 7a,25-OHC stimulated; inhibition, % at 5 µM; 360,000 compounds, 0.81% hits; AID 651636; in the data active = inhibition above about 38%;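 also: enzyme fragment complementation signal reports receptor beta-arrestin coupling in cells; 0% = agonist plus DMSO wells and 100% = wells without agonist; some results beyond the cut were filed as inactive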
SENP8 block: inhibitors of human SENP8 protease; Q96LD8; purified SENP8, Z-RLRGG-aminoluciferin cleavage, luminescence; inhibition, % at 10 µM; 330,000 compounds, 1.2% hits
697 NFkB inh: inhibitors of the PMA/ionomycin-induced NF-kB reporter in 697 B cells. 697 B-cell NF-kB luciferase reporter, 16 h. inhibition, % at 4 µM. 330,000 compounds, 0.33% hits. AID 435022; in the data active = inhibition above about 35%
Numbers without * were called inactive; ? = inconclusive. Rule as the data show it, unless noted: active = inhibition above about 50%; inactive = the rest.

Below each compound: Jurkat NFkB inh	UBC13 polyUb	CCR6 antag	Gli-Sufu antag	Apaf1 inhib	EBI2 antag	SENP8 block	697 NFkB inh
COc1cc(C(=O)Nc2cc(C(F)(F)F)ccc2N2CCOCC2)ccc1O
 : -5	6	-11	-10	18	9	2	5
Cc1coc2c(C)c3oc(=O)c(CCC(=O)N[C@@H](C)C(=O)N[C@@H](Cc4ccccc4)C(=O)O)c(C)c3cc12
 : -8	-6	5	-6	10	1	7	14
COc1ccc(C(=O)c2oc3ccc(Br)cc3c2NC(C)=O)cc1
 : 7	?	3	22	1	8	1	7
O=c1oc2ccc(Br)cc2cc1-c1nc2ccccc2o1
 : -16	?	7	2	-10	11	-14	-3
O=C(NCCCn1ccnc1)c1cc2c(s1)CCCCC2
 : 9	3	-7	3	-9	-19	3	22
Cc1cc(N)n(-c2cc(C)c3ccccc3n2)n1
 : -99	-6	0	-4	4	-5	73*	-109
Cc1cc(-c2nnc(SCC(=O)Nc3ccccc3F)n2N)n[nH]1
 : 7	-5	10	-9	-3	-8	-1	-3
CCn1c(/C=C2\C(=O)N(C)c3ccccc32)nc2ccccc2c1=O
 : 0	8	-1	5	10	6	8	4
COc1cccc(NC(=O)CCCCCn2nnc3ccccc3c2=O)c1
 : 5	11	8	27	-2	11	7	13
CCOC(=O)c1c(C)[nH]c(C(=O)OCC(=O)Nc2ccc(OC)c(Cl)c2)c1C
 : 12	-4	11	7	8	-12	1	3
Cc1ccc(C(C(=O)NCc2ccco2)N(C(=O)CNC(=O)c2cccs2)c2ccc(C)cc2C)cc1 (stereo not drawn)
 : -27	-1	13	0	-2	10	-2	-6
CS(=O)(=O)C1=NSC2=NC(=O)/C(=C\c3cccn3-c3ccccc3Cl)C(=N)N21
 : -33	-32	24	13	25	13	10	-24
O=C(Cc1ccccc1[N+](=O)[O-])OCC(=O)N1CCN(c2ccccc2)CC1
 : -6	-2	5	-9	4	-2	14	18
CC(C)(C)[C@@H]1CCC(=O)N(CC[C@H](Sc2ccccc2)c2ccccc2)CC1
 : -15	0	27	1	35	20	-5	10
CC(C)(C)c1ccc(C(=O)O[C@H]2[C@H](Cc3ccccc3)NS(=O)(=O)[C@H]3C[C@@H]4C=C[C@]23O4)cc1
 : 0	-36	-18	-8	10	-7	-11	15
COc1cccc(C(=O)Nc2cc(=O)n(C)c(=O)n2C)c1OC
 : 5	-3	6	5	-4	-3	-1	4
O=C(CCN1C(=O)/C(=C/c2cccc(Br)c2)SC1=S)NNC(=O)c1cccnc1
 : -8	-20	5	13	5	15	0	6
COc1ccccc1N(CC(O)CN1CCCC1)S(=O)(=O)c1ccccc1 (stereo not drawn)
 : -2	8	12	35	4	9	6	-3
Nc1cc(Oc2ccc(F)cc2F)cc([N+](=O)[O-])c1
 : -1	-5	16	0	-1	-10	-8	-8
CCN(CC)S(=O)(=O)c1ccc(C)c(N=C=S)c1
 : 4	2	17	2	-7	9	8	6
COc1ccc(OCCOCCN2CCN(C)CC2)cc1
 : -10	0	7	9	-9	-10	8	-7
CCN(CC)c1ccc(N=C2C(=O)Nc3ccccc32)cc1
 : 1	-20	26	-10	47*	-1	2	-16
CC(=O)c1cccc(NC(=O)c2ccc(N(Cc3ccccc3C)S(C)(=O)=O)cc2)c1
 : 9	0	10	4	17	10	8	14
COc1ccc(CCNc2ncnc3sccc23)cc1OC
 : 64*	0	2	75*	-20	-15	-8	75*
Cc1c(NC(=O)COC(=O)c2cccn2C)c(=O)n(-c2ccccc2)n1C
 : 14	9	-1	-6	-8	4	-1	20
Cc1ccc(S(=O)(=O)NCCNC(=O)N2CCOCC2)cc1
 : -1	3	4	10	-2	-12	-2	27
CCOC(=O)c1cn(Cc2ccc(Br)cc2)nn1
 : -7	3	-5	-3	3	0	1	0
O=C(Oc1cccc2cccnc12)c1cccc([N+](=O)[O-])c1
 : -14	7	19	-15	-2	1	4	-2
Cc1cc(=O)[nH]c(SCC2(O)C3CC4CC(C3)CC2C4)n1 (stereo not drawn)
 : -1	-6	-17	-6	0	7	4	9
Cc1sc(NC(=O)c2ccco2)c(C(c2ccncc2)N2CCOCC2)c1C (stereo not drawn)
 : -17	-19	3	-33	6	6	-5	-25
COc1cc(CC(=O)NCc2ccco2)cc(OC)c1OC
 : -17	-6	0	-18	0	-7	-12	2
O=C(CCc1ccccc1)n1nc(-c2ccccc2)nc1NCc1ccco1
 : -29	-10	15	-14	16	28	-5	-12
COc1ccc(CNC(=O)CN2CCC(NC(=O)c3ccccc3C)CC2)cc1
 : 6	0	0	-17	-4	7	1	3
Cc1nc(Nc2cccc(C(F)(F)F)c2)nc2c1C(=O)CC(C)C2 (stereo not drawn)
 : -7	-16	-1	9	2	8	1	-6
COc1ccc([N+](=O)[O-])cc1NC(=O)CCCOc1ccccc1
 : 12	5	12	-4	3	6	-4	-26
CCOC(=O)c1ccc(NC(=O)c2cccc(C)c2[N+](=O)[O-])cc1
 : -26	-14	18	-14	4	2	-9	1
NC(=O)NC(CC(=O)NCCc1ccc(S(N)(=O)=O)cc1)c1ccc(Cl)cc1 (stereo not drawn)
 : -7	0	25	0	2	-19	-10	14
O=C(NNC(=O)c1cccc2ccccc12)c1ccco1
 : -2	-2	-4	0	0	-23	-9	-9
NC1=NC(=Nc2cccc(S(=O)(=O)N3CCOCC3)c2)c2ccccc21
 : 1	-1	3	2	5	3	1	-10
Cc1ccc(N2CCN(CC(O)COc3cccc(C)c3)CC2)cc1 (stereo not drawn)
 : 15	3	7	4	15	5	8	-7

697 NFkB inh, what is marked active above.
SMILES | Jurkat NFkB inh | UBC13 polyUb | CCR6 antag | EBI2 antag | 697 NFkB inh
COc1ccc(CCNc2ncnc3sccc23)cc1OC | 64* | 0 | 2 | -15 | 75*

Continuation.
Below each compound: Jurkat NFkB inh	UBC13 polyUb	CCR6 antag	Gli-Sufu antag	Apaf1 inhib	EBI2 antag	SENP8 block	697 NFkB inh
O=C(CCN1C(=O)c2ccccc2C1=O)OCn1nnc2ccccc2c1=O
 : 1	10	-1	8	4	-3	4	-2
O=C(Nc1cccc(Oc2ccc3c(c2)C(=O)NC3=O)c1)c1cccs1
 : 17	8	16	-8	5	1	-5	39*
Cc1csc(NC(=O)CSc2nnc(-c3ccoc3C)n2C(C)c2ccccc2)n1 (stereo not drawn)
 : 5	23	4	-7	15	-3	-7	11
COc1ccc(C2(CNS(=O)(=O)c3ccc(C)cc3)CCOCC2)cc1
 : 2	6	11	2	-4	-4	-5	-1
COc1cc(OC)nc(Oc2ccccc2C(=O)Oc2ccc(F)cc2Cl)n1
 : -6	-1	16	0	9	14	0	3
c1ccc(COc2cccc(CNCc3ccccn3)c2)cc1
 : -14	0	6	-11	-5	-6	-11	-4
COc1ccccc1C(=O)NCCC(=O)Nc1ccncc1
 : -8	-7	0	3	-2	3	-3	-11
Cc1ccc(N2CC(C(=O)N3CCC(C(=O)NCCCOC(C)C)CC3)CC2=O)cc1 (stereo not drawn)
 : 11	4	-4	18	-2	-12	0	17
O=C(O)CCn1ccnc1-c1ccccc1
 : 17	4	8	-5	-3	2	3	11
COc1ccc(C(C(=O)NC(C)(C)C)N(C(=O)CNC(=O)c2cccs2)c2cccnc2)cc1OC (stereo not drawn)
 : 6	5	7	44	1	4	-5	5
COc1cc(OC)cc(-c2nc3ccccc3c(=O)n2OC(=O)c2ccc(Br)cc2)c1
 : 2	-4	-38	-7	-10	-1	-3	1
Cc1cc(N=Cc2c(O)ccc3ccccc23)no1
 : -5	-6	-2	-1	-1	-10	-9	0
O=c1cc(C(F)(F)F)nc(-c2ccccc2OC(F)(F)F)[nH]1
 : 3	0	4	12	-26	-17	-2	-5
COc1ccc(-c2oc3ccc(-c4cc(OC)c(OC)c(OC)c4)cc3c2C#Cc2ccccn2)cc1
 : 12	12	1	17	14	-12	3	4
COc1ccc(CCNS(=O)(=O)c2ccc3c(c2)OCCO3)cc1
 : 8	6	-6	5	-6	-5	-7	3
C=CCC1NS(=O)(=O)OC(COC)C1C (stereo not drawn)
 : -14	-10	3	-8	2	-6	-9	1
COCCCNC(=O)Cn1cc2c(n1)CCCCC2
 : 4	3	5	20	-9	-1	8	-2
C=C(C)c1cccc(C(C)(C)NC(=O)N2CCCC(C(N)=O)C2)c1 (stereo not drawn)
 : -6	-11	-10	6	-1	7	-11	-18
COc1ccc(NS(=O)(=O)c2cccc(C(=O)N(C)CC(=O)Nc3ccc(C)cc3)c2)cc1
 : 5	0	1	0	-6	-4	-11	-15
COC(=O)c1ccc(S(=O)(=O)NCc2ccco2)o1
 : -1	-6	-9	-7	-22	-10	2	6

Some entries already given with just SENP8 block, CCR6 antag and 697 NFkB inh:
mol,SENP8 block,CCR6 antag,697 NFkB inh
O=C(NCCCn1ccnc1)c1cc2c(s1)CCCCC2,3,-7,22
Nc1cc(Oc2ccc(F)cc2F)cc([N+](=O)[O-])c1,-8,16,-8
O=c1oc2ccc(Br)cc2cc1-c1nc2ccccc2o1,-14,7,-3

New compounds follow:
Below each compound: Jurkat NFkB inh	UBC13 polyUb	CCR6 antag	Gli-Sufu antag	Apaf1 inhib	EBI2 antag	SENP8 block	697 NFkB inh
C=CCN(Cc1nc(-c2ccc(OC)c(OC)c2)oc1C)C1CCS(=O)(=O)C1 (stereo not drawn)
 : -5	-7	-4	4	9	2	-16	-13
Cc1cc(C)c(/C=C(\C#N)S(=O)(=O)c2ccccc2)[nH]1
 : 9	-4	13	3	-15	-1	0	-9
COc1cc(OC)cc(C(=O)OCc2ccc([N+](=O)[O-])cc2)c1
 : 11	8	6	2	-1	2	1	12
Cc1ccccc1NS(=O)(=O)c1ccc(C(=O)NN2CCCCC2)cc1
 : -18	0	9	5	5	-13	6	-1
O=C(Nc1ccc(F)cc1)Nc1ccc(N2CCCC2)c(S(=O)(=O)Nc2ccccc2Cl)c1
 : -16	-2	1	19	21	4	-9	-1
CCc1c(C)nc(SCC(=O)Nc2cccc(Br)c2)[nH]c1=O
 : 3	-7	-6	5	-20	-4	6	-2
O=C(O)C1CC=CCC1C(=O)NCCc1ccccc1 (stereo not drawn)
 : 4	-12	-8	10	4	-6	-1	3
O=C(CCC1CCCN(C(=O)c2cc(C3CC3)[nH]n2)C1)N1CCN(c2ccccn2)CC1 (stereo not drawn)
 : 2	4	7	-22	-3	-4	3	1
CCN(Cc1ccccc1)C(=O)CCNS(=O)(=O)c1ccc2c(c1)CC(C)N2C(C)=O (stereo not drawn)
 : -9	-4	-4	15	-7	3	-3	5

Some of the compounds tested (hit frequency here may not be typical).
